GPR55 LPI antagonism: inhibition of LPI-stimulated GPR55 beta-arrestin translocation – imaging, U2OS, beta-arrestin-GFP, LPI agonist, primary screen (AID 2013). U2OS GPR55 beta-arrestin-GFP translocation imaging, LPI antagonism; higher % means a stronger effect. inhibition, % at 10 µM, or IC50 in µM where a hit was titrated. 0.13% of 290,000 active;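 active = spots per cell inhibited over 60%, with over 100 cells counted and total cytoplasm intensity under 500,000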;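 also: U2OS cells stably carrying GPR55 and arrestin-GFP stimulated by 5 µM LPI near EC80; imaged beta-arrestin-GFP aggregate spots per cell after agonist stimulation; plate controls were LPI-stimulated DMSO wells for no effect and DMSO wells without LPI for full effect; some results filed as inactive read as strong as hits; confirmed hits need IC50 under 10 µM and bright autofluorescent wells are also inconclusive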
GPR55 activation: selective activators of receptor GPR55 – imaging, U2OS cells, beta-arrestin-GFP redistribution, primary screen (AID 1961); activation, % at 10 µM, or EC50 in µM where a hit was titrated; 0.048% of 290,000 active; U2OS GPR55 beta-arrestin-GFP redistribution imaging; higher % means a stronger effect;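 active = activation above 40% with more than 50 cells counted in the well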;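 also: U2OS osteosarcoma cells stably expressing GPR55 and beta-arrestin-GFP; plate controls were DMSO negative control for no effect and LPI positive control for full effect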
AID2073: disruptors of CaV2.2 binding to Mint1 – biochemical, HTRF (AID 2073) | inhibition, % at 20 µM; hits with a dose series show IC50 in µM | 0.19% of 290,000 active | HTRF protein-protein interaction, Mint1-CaV2.2; higher % means a stronger effect; in the data active = inhibition mostly above about 51%, no sharp cut-off; also: some results filed as inactive read as strong as hits
SIAH1 antagonists: blockers of Siah-1 interaction with plectin peptide – biochemical, fluorescence polarization, rhodamine-plectin, uHTS, primary screen (AID 1817); displacement, % at 20 µM; hits with a dose series show IC50 in µM; Siah-1 / rhodamine-plectin peptide fluorescence polarization; higher % means a stronger effect; 0.02% of 290,000 active;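 active = displacement of at least 50% at 20 µM, with a fluorescence ratio check between 0.3 and a set limit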;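 also: plate controls were Siah plus tracer with DMSO for no effect and tracer alone without Siah for full effect; strong numbers were not always called active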
HIV peptide binding: cell-free HIV fusion peptide-binding blockers – biochemical, uHTS, fluorescence dequenching, primary screen (AID 1986). cell-free peptide binding, fluorescence dequenching, 30 min; higher % means a stronger effect. inhibition, % at 20 µM, or IC50 in µM where a hit was titrated. 0.3% of 290,000 active; in the data active = inhibition mostly above about 52%, no sharp cut-off; inactive = mostly below about 76%; also: some results filed as inactive read as strong as hits
KOR beta-arrestin-1: kappa opioid receptor blockers – cell-based, luminescence, uHTS (AID 1778); KOR beta-arrestin recruitment, luminescence, antagonist mode; higher % means a stronger effect; inhibition, % at 10 µM; hits with a dose series show IC50 in µM; 0.091% of 290,000 active; in the data active = inhibition above about 50%; also: strong numbers were not always called active
NOD1 inhibition: inhibition of NOD1-driven NF-kB reporter – cell-based, luminescence, uHTS, primary screen (AID 1578); NOD1-driven NF-kB luciferase reporter cells, luminescence; higher % means a stronger effect; one-dose inhibition, % at 4 µM; EC50 in µM for titrated hits; 1% of 290,000 active; in the data active = inhibition mostly above about 36%, no sharp cut-off; inactive = mostly below about 34%;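 also: HEK-293T reporter cells stimulated with the NOD1 agonist gamma-tri-DAP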
KOR beta-arrestin-2: KOR agonists, beta-arrestin recruitment, primary screen, cell-based, luminescence, uHTS (AID 1777); KOR beta-arrestin recruitment, luminescence; higher % means a stronger effect; activation, % at 10 µM; hits with a dose series show EC50 in µM; 0.02% of 280,000 active; in the data active = activation above about 50%, passing the limit was not always enough; also: a part of the inactive calls stands beside numbers as strong as those of hits
GPR35 antagonists: GPR35 antagonists blocking zaprinast-driven arrestin recruitment, primary screen, imaging, U2OS, beta-arrestin-GFP, zaprinast agonist (AID 2058); 0.052% of 290,000 active; U2OS GPR35 beta-arrestin-GFP translocation imaging, zaprinast antagonism; higher % means a stronger effect; inhibition, % at 10 µM, or IC50 in µM where a hit was titrated;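 active = inhibition of at least 50% with at least 30 cells and total cytoplasm GFP at most 10,000,000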
* = called active by the depositor; . = no result given; [ ] = dose if it differs, or a comment. Not all compounds are listed (hit frequency here may not be typical).

GPR55 LPI antagonism	GPR55 activation	AID2073	SIAH1 antagonists	HIV peptide binding	KOR beta-arrestin-1	NOD1 inhibition	KOR beta-arrestin-2	GPR35 antagonists	molecule
4.7%	-0.3%	-7.1%	4.7%	-2.0%	5.7%	-6.8%	3.9%	14.3%	O=[N+]([O-])c1nn(-c2ccc(Cl)cc2)n(O)c1=NCc1ccccc1Cl
-5.5%	0.0%	8.3%	-4.4%	0.7%	31.6%	-1.0%	-2.6%	3.1%	COc1cccc(/C=N/n2cnnc2)c1OCc1ccccc1
0.3%	-0.2%	2.7%	-2.4%	-2.9%	11.0%	7.0%	-1.7%	5.0%	Cc1nn(CC(=O)NCc2ccc(Cl)cc2)c(C)c1[N+](=O)[O-]
-7.0%	-0.2%	-38.8%	4.6%	-1.7%	-5.2%	-27.8%	7.0%	1.2%	COc1cc(NC(=S)N2CCCC(CO)C2)c(OC)cc1Cl (configuration not stated)
-4.5%	-0.1%	3.1%	0.3%	0.0%	-33.2%	24.9%	4.9%	10.6%	CC1(C)Oc2ccc3ccc(=O)oc3c2/C(=C/N)C1=O
8.1%	0.4%	0.8%	-0.5%	3.6%	-11.1%	-10.4%	0.1%	-2.2%	COc1ccc(-c2ccccc2)cc1NCc1ccccc1C
8.2%	-0.2%	-1.4%	-4.6%	-1.1%	17.3%	-4.2%	-2.4%	-7.9%	Cn1c(=O)c2c(nc(SCCCO)n2Cc2ccccc2Cl)n(C)c1=O
3.6%	-0.1%	-11.6%	-4.0%	-0.7%	-18.4%	12.7%	-4.7%	-11.8%	Cc1ccc(C(=O)NNC(=S)NC(=O)COc2ccccc2)cc1
5.5%	0.6%	30.5%	-1.5%	-0.7%	-29.5%	-4.4%	1.1%	-6.2%	CCC(=O)Nc1ccc(NC(=O)CSc2nnnn2-c2ccc3c(c2)OCCO3)cc1
-3.7%	-1.0%	16.6%	1.4%	7.5%	-15.1%	-31.3%	7.7%	11.8%	c1cncc(-c2nc(-c3cccs3)cs2)c1
2.4%	.	22.9%	1.8%	-1.2%	-4.4%	-33.8%	-0.3%	10.9%	CCN(C(=O)c1cc2c(=O)n3ccccc3nc2s1)C1CCCCC1
9.3%	-0.1%	-5.7%	-2.0%	5.7%	2.2%	-23.5%	-1.3%	8.9%	CCOC(=O)CC(NC(=O)c1ccco1)c1ccc(C)cc1 (configuration not stated)
-12.6%	-0.1%	-5.4%	-0.9%	-1.0%	-10.3%	8.2%	4.1%	0.8%	O=C(CCn1c(=O)[nH]c2ccsc2c1=O)Nc1ccc(F)c(F)c1
6.8%	-0.2%	14.9%	13.8%	30.3%	-32.0%	-8.2%	-4.5%	5.7%	O=C(O)/C(=C/c1ccco1)NC(=O)c1ccccc1
-1.4%	0.2%	0.2%	11.6%	-0.5%	.	-19.8%	-2.3%	-9.0%	COc1cc(/C=N/n2cnnc2)ccc1OS(=O)(=O)c1ccccc1[N+](=O)[O-]
9.9%	-0.3%	10.3%	-5.0%	-3.1%	16.8%	40.4%	8.9%	-3.9%	O=c1cc(N2CCCCC2)c(-c2ccccc2)nn1Cc1ccccc1
-5.3%	-0.3%	-8.4%	0.0%	-0.2%	-5.3%	-7.6%	-2.1%	-3.3%	O=C(NC1CCCCC1)c1ccc(CNc2nc(=S)[nH]c3ccccc23)cc1
-0.3%	0.0%	8.1%	-1.6%	2.5%	-7.4%	-13.6%	0.0%	-15.6%	Cc1ccc(C(=O)NC2CC3CCC(C2)N3Cc2ccco2)cc1 (configuration not stated)
3.8%	0.7%	17.5%	-2.4%	-0.1%	-19.4%	6.2%	2.7%	15.6%	COc1ccc(C(CC(=O)N2CCN(c3ccccc3)CC2)c2c(O)cc(OC)cc2OC)cc1 (configuration not stated)
18.3%	-0.1%	-3.1%	2.3%	1.5%	-8.7%	-6.2%	0.1%	9.5%	CC(C)C1CC(O)(C2(O)CCCCC2)ON1 (configuration not stated)
4.5%	-0.4%	-0.6%	-4.8%	-2.5%	-6.8%	7.3%	0.0%	12.6%	NC(=O)Nc1cc(Cl)ccc1Cl
4.6%	0.2%	-7.3%	1.8%	-1.0%	20.4%[20 µM]	-11.9%	-6.9%	0.4%	CCCNC(=O)C(=O)NCc1ccccn1
6.5%	-0.4%	-6.6%	1.4%	1.3%	33.7%	-14.3%	7.0%	4.6%	Cc1nn(Cc2ccccc2Cl)c(C)c1NC(=O)c1nc2ncccn2n1
-1.0%	-0.2%	-6.8%	1.3%	1.2%	-52.9%	-15.1%	1.7%	15.1%	O=S(=O)(Nc1ccncc1Cl)c1cc(Cl)ccc1Cl
7.0%	-0.1%	-1.4%	-1.3%	1.7%	-10.3%	-2.2%	-0.1%	-17.6%	COc1cccc(CN2CC(C(=O)NCCc3ccccc3C(F)(F)F)CCC2=O)c1 (configuration not stated)
13.0%	0.6%	10.9%	-4.3%	1.2%	-9.2%	-20.4%	4.3%	-2.2%	CCOC(=O)C1(Cc2ccccc2C)CCCN(Cc2cn(C)nc2C)C1 (configuration not stated)
4.0%	-0.2%	3.5%	0.5%	3.0%	7.1%	-0.2%	5.5%	-1.6%	COc1cc(/C=N/NC(=O)/C(=C\c2ccc3c(c2)OCO3)NC(=O)c2ccccc2)ccc1O
1.2%	0.0%	8.9%	4.4%	-0.5%	8.9%	0.9%	-2.0%	1.5%	O=C([C@@H]1Cc2ccccc2CN1)N1CCN(Cc2ccccc2)CC1
2.3%	0.0%	-2.3%	6.5%	-3.3%	28.6%	-8.7%	-4.1%	-1.4%	S=C1Cc2ccccc2C(c2ccc(Cl)cc2)N1 (configuration not stated)
8.4%	-0.2%	-10.5%	-6.9%	-0.1%	-12.2%	-5.3%	-6.5%	-6.2%	CC1CCCN(C(=O)c2ccc3c(c2NCCO)C(=O)c2ccccc2C3=O)C1 (configuration not stated)
1.5%	-0.2%	1.0%	-3.1%	-0.4%	-13.1%	19.1%	1.9%	-9.9%	Cc1ccccc1S(=O)(=O)Oc1cccc2c(O)cccc12
-5.1%	-0.1%	2.9%	0.6%	-0.1%	12.8%	-5.1%	-0.5%	-9.0%	COC(=O)[C@@H]1C[C@@]2(O)[C@@H](O)[C@@H](O)[C@@H](O)C[C@H]2N1Cc1ccc(C(F)(F)F)cc1
-6.2%	-0.1%	-0.4%	-2.6%	-1.3%	-6.7%	-5.4%	0.9%	-10.0%	O=C(NCc1ccc(F)cc1)C1CCN(C(=O)NCc2ccccc2)CC1
3.1%	0.0%	1.0%	3.2%	0.3%	8.2%	-16.5%	-2.7%	1.6%	COc1cccc(/C=N/N2CCN(c3ccc(Cl)cc3)CC2)c1OC
-0.4%	-0.1%	-2.5%	-4.7%	0.6%	-13.5%[20 µM]	-31.4%	-0.2%	2.9%	COc1ccc(C(=O)NNC(=O)Cc2ccc(Cl)cc2)cc1
15.1%	0.1%	-0.9%	1.0%	1.8%	-18.5%	-14.0%	4.7%	-7.3%	Cc1ccc(CNC(=O)C2CCC(=O)N2CCc2ccccc2)cc1 (configuration not stated)
-6.1%	-0.5%	-5.0%	-0.7%	1.1%	-32.3%	-11.6%	-0.2%	-1.6%	CN(CC(=O)Nc1ccc(S(=O)(=O)N2CCCC2)cc1)CC(=O)Nc1cccc(F)c1
-1.3%	-0.1%	27.7%	-1.8%	-1.7%	-13.7%	10.1%	-0.9%	-1.7%	COc1ccc(/C=C(\C#N)C(=O)Nc2cc(C)c(Cl)cc2OC)cc1O
0.1%	-0.1%	-2.0%	-3.8%	-0.2%	14.5%	9.9%	-3.6%	-5.0%	CC1CCCCC12NC(=O)N(CC(=O)NCCc1ccccn1)C2=O (configuration not stated)
-10.0%	-0.1%	-12.1%	-11.0%	4.1%	4.1%	6.5%	-5.6%	-9.0%	O=C(O)CCC(=O)N(Cc1cccs1)Cc1cccs1
22.9%	-2.0%	8.5%	0.9%	-0.7%	4.5%	8.2%	0.5%	17.2%	O=c1nc2ccccc2c(NS(=O)(=O)c2ccc(Cl)cc2)n1-c1ccccc1
4.2%	0.2%	-7.0%	4.0%	0.1%	-4.2%	-37.5%	-1.8%	7.0%	O=C(COc1ccccc1C(=O)NCc1ccccn1)Nc1ccc(Br)cc1
7.3%	0.1%	7.1%	-1.6%	-2.1%	7.8%	-18.2%	0.7%	14.5%	COc1ccc(S(=O)(=O)N2CCOCC2)c(C)c1C
-5.1%	-0.2%	-2.1%	-3.4%	0.0%	15.7%	10.2%	-6.8%	-7.5%	Clc1ccccc1-c1nnc2sc(-c3ccco3)nn12
7.2%	0.2%	16.2%	4.5%	-0.6%	-14.4%	12.0%	1.6%	7.0%	CC(=O)N1CCc2cc(S(=O)(=O)CCC(=O)NCc3ccc4c(c3)OCO4)ccc21
-5.5%	0.2%	-4.4%	-0.2%	-0.7%	-15.3%	-33.8%	1.1%	12.4%	COc1ccccc1NC(=O)CCC(=O)OC(C)C(=O)c1ccccc1 (configuration not stated)
0.2%	-0.4%	11.9%	-1.2%	0.6%	-13.2%	-36.9%	-0.9%	-0.5%	Cc1ccc(C(=O)/C=C2/NC(=O)CS2)cc1
13.4%	-0.1%	3.7%	-0.5%	-1.5%	13.7%	-38.3%	-6.0%	7.5%	COc1ccc(N(CC(O)CN2CCCCC2)S(=O)(=O)c2ccc(C)cc2)cc1 (configuration not stated)
11.5%	-0.1%	1.4%	5.0%	0.1%	0.1%[20 µM]	-0.2%	-5.1%	0.8%	O=C(/C=C/c1ccc([N+](=O)[O-])cc1)NCCc1ccccc1
0.1%	0.2%	-1.9%	-1.9%	2.6%	-7.8%	-14.6%	6.9%	-3.2%	CN(C)c1nc(Oc2ccc(/C=N/O)cc2)nc(N(C)C)n1
-6.4%	0.3%	3.6%	-5.1%	6.6%	4.2%	-2.7%	-4.4%	1.2%	O=C(CSc1ccc(-c2ccco2)nn1)NCc1ccc(Cl)cc1
4.3%	-0.2%	14.0%	-1.1%	-0.8%	-0.2%	-7.1%	6.7%	-3.0%	Cc1ccc(C(=O)Nc2ccccc2C(=O)Nc2ccccn2)cc1Cl

Looked up by compound from the list above, 2 records:
GPR55 LPI antagonism	GPR55 activation	AID2073	SIAH1 antagonists	HIV peptide binding	KOR beta-arrestin-1	NOD1 inhibition	KOR beta-arrestin-2	GPR35 antagonists	molecule
0.1%	-0.1%	-2.0%	-3.8%	-0.2%	14.5%	9.9%	-3.6%	-5.0%	CC1CCCCC12NC(=O)N(CC(=O)NCCc1ccccn1)C2=O (configuration not stated)
11.5%	-0.1%	1.4%	5.0%	0.1%	0.1%[20 µM]	-0.2%	-5.1%	0.8%	O=C(/C=C/c1ccc([N+](=O)[O-])cc1)NCCc1ccccc1
